PAFAH1B2 inh = blocks human PAF acetylhydrolase 1b catalytic subunit 2. AID 492953. inhibition, % at 3.39 µM. recombinant PAFAH1B2, FP-rhodamine activity probe, fluorescence polarization. P68402. hit rate 1.2% among 340,000;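 active = inhibition above the mean of all tested compounds plus 3 SD, cut at about 24% in these data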;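 note: 0% = enzyme with DMSO and 100% = wells lacking PAFAH1B2; many of its hits are not listed in these tables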
AHR activator = activates the human aryl hydrocarbon receptor; AHR-responsive luciferase reporter cells, luminescence; activation, % at 5 µM; AID 2796; hit rate 2.5% among 320,000; P35869; in the data active = activation above about 47%;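 note: 0% = vehicle wells and 100% = reference agonist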
Target sequence (P35869 whole entry, looked up): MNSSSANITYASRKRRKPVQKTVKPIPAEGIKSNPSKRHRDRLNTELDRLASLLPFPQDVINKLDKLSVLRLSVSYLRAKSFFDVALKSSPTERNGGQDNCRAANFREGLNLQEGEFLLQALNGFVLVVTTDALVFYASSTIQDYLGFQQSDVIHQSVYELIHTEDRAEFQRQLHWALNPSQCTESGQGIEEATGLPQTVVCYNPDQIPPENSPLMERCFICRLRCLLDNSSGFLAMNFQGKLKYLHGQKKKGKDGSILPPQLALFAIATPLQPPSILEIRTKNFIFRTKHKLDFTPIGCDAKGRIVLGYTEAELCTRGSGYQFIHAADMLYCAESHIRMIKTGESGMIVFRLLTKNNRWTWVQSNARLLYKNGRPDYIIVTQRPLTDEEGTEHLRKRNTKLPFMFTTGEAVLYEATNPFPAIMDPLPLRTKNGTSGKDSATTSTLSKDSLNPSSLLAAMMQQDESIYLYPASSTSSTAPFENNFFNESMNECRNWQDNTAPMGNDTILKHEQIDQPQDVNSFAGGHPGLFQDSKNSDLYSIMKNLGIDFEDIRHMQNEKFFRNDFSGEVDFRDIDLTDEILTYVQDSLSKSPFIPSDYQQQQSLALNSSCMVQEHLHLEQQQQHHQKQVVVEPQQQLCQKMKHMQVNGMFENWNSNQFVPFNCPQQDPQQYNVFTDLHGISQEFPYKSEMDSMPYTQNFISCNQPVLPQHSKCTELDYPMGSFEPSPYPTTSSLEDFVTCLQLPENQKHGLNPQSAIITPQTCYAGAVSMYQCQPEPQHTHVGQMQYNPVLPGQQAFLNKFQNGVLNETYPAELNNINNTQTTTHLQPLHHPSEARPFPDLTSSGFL
BCLXL inh = blocks human Bcl-xL binding to Bim BH3 peptide. Q07817. GST-Bcl-xL / FITC-Bim BH3 peptide fluorescence polarization. inhibition, % at 10.9 µM. hit rate 0.7% among 320,000;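 active = inhibition above the mean of all tested compounds plus 3 SD, cutoff set per campaign, cut at about 30% in these data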;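 note: 0% = DMSO wells and 100% = unlabeled Bim-BH3 peptide competitor; inhibitors lower millipolarization by displacing the labeled peptide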
Fam108B inh = blocks mouse Fam108B hydrolase in RBBP9 counter-screen | recombinant Fam108B, FP-Rh probe fluorescence polarization | inhibition, % at 9.51 µM | hit rate 0.33% among 300,000;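 active = inhibition above the screen mean inhibition plus 3 SD, computed separately per campaign, cut at about 18% in these data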;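 note: inhibitors lower polarization as less probe binds the enzyme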
MEX-5 binding = C. elegans MEX-5 TCR-2 RNA binding activity; Q9XUB2; MEX-5/FITC-TCR2 RNA binding, fluorescence polarization; stronger effect = lower value; activity score (negative = inhibition of binding), % at 10 µM; hit rate 0.38% among 300,000; AID 1832;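 active = inhibition past about -25% in most replicates, and total fluorescence under double the plate's negative control median, limit read from the data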;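 note: 0% = DMSO and -100% = 5 µM competing unlabeled TCR2 RNA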
pPAFAH inh = inhibitors of human plasma PAF acetylhydrolase (pPAFAH); Q13093; recombinant pPAFAH, FP-rhodamine probe fluorescence polarization; inhibition, % at 3.39 µM; AID 463082; hit rate 1.5% among 330,000;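 active = inhibition above the mean inhibition across the screen plus 3 SD, cut at about 25% in these data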;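 note: inhibitors block binding of the rhodamine activity-based probe so polarization drops; 0% = enzyme with DMSO and 100% = wells lacking pPAFAH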
PME-1 inh = blocks human protein phosphatase methylesterase 1; inhibition, % at 5.9 µM; Q9Y570; recombinant PME-1, FP-Rh probe fluorescence polarization; hit rate 0.53% among 320,000;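 active = inhibition above the campaign mean of all compounds plus 3 SD, cut at about 26% in these data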;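 note: competitive labeling of PME-1 active site by serine hydrolase directed probe; 0% = PME-1 with DMSO and 100% = wells lacking PME-1 enzyme; inhibitors block probe labeling so polarization falls and inhibition rises; many of its hits are not listed in these tables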
MCL1-BIM inh = inhibitors of human MCL1 binding to BIM-BH3 peptide. Q07820. GST-MCL1 / FITC-Bim-BH3 fluorescence polarization. inhibition, % at 10.9 µM. hit rate 0.68% among 320,000. AID 2057;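 active = inhibition above the mean inhibition of all tested compounds plus 3 SD, set per campaign, cut at about 40% in these data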;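 note: 0% = DMSO wells and 100% = unlabeled Bim-BH3 peptide control; higher means more loss of mP so more displacement of Bim peptide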
GLD-1 TGE inh = GLD-1-TGE RNA interaction inhibition (C. elegans); hit rate 0.44% among 320,000; purified GLD-1 + fluorescein TGE RNA, fluorescence polarization; inhibition, % at 5.96 µM;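 active = percent inhibition above a per-plate cutoff, the plate mean of test compounds plus 3 SD, cut at about 30% in these data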;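 note: 0% = DMSO wells with GLD-1 and probe and 100% = wells lacking GLD-1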
Numbers without * were called inactive; x = not tested or not shown.

compound,PAFAH1B2 inh,AHR activator,BCLXL inh,Fam108B inh,MEX-5 binding,pPAFAH inh,PME-1 inh,MCL1-BIM inh,GLD-1 TGE inh
Fc1ccc(NC(=S)N2N=CCC2c2ccccc2)cc1 (stereo unspecified),6,2,2,4,3.9,-2,6,3,-4
Cc1cc(S(=O)(=O)N2CCCOC2CNC(=O)C(=O)NCCc2ccco2)ccc1F (stereo unspecified),8,3,10,0,0.0,2,-2,8,3
CCn1c(-c2cc(C3CC3)nc3ccccc23)n[nH]c1=S,10,1,-51,5,-0.8,1,4,-39,2
S=c1[nH]c(-c2ccc(Cl)cc2)cs1,4,-2,10,7,0.2,15,3,1,1
CCOc1cc2c(cc1OCC)C(c1ccccc1OC)OC(=O)C2 (stereo unspecified),-2,1,-2,-8,-1.8,8,6,0,7
COc1ccc(C(=O)C2CCCN(Cc3ccc(Sc4nncn4C)o3)C2)cc1F (stereo unspecified),x,1,4,1,-0.9,8,-9,-4,0
CN(C(=O)c1cccc(S(=O)(=O)N2CCOCC2)c1)c1c(N)n(Cc2ccccc2)c(=O)[nH]c1=O,4,-1,-2,x,x,0,2,-7,1
CCOC(=O)C1=C(C)OC(N)=C(C#N)C1c1cccc(C)c1 (stereo unspecified),2,6,2,-1,-0.5,3,-5,-14,6
CC1=C(C#N)C(=O)NC(C)(C)C1,0,-1,17,-1,-4.2,2,2,18,14
C=CCOc1ccccc1CN1CCC(Oc2ccc(C(=O)N3CCCC3)cc2)CC1,2,0,-1,-1,-0.5,7,-2,-3,-2
C=CCn1c(SCC(=O)NCCO)nc2sc(C)c(C)c2c1=O,1,-1,6,4,1.6,4,1,4,7
O=C(CCc1ccc(S(=O)(=O)N2CCOCC2)cc1)Nc1c(F)cccc1F,3,-1,x,x,x,-3,x,x,3
O=C(COC(=O)c1cccc(S(=O)(=O)N2CCOCC2)c1)Nc1ncc(C(F)(F)F)cc1Cl,8,2,9,1,-0.8,3,5,10,6
NNC(=O)c1cncn1-c1ccc(F)cc1,5,5,-4,2,3.2,6,-6,-6,6
CC1=C(c2ccccc2)[N+](=O)C2(CCCCC2)N1[O-],2,0,2,3,-0.4,4,-2,-6,-1
COc1ccc(CCNC(=O)COC(=O)c2cc(=O)[nH]c3ccccc23)cc1,2,2,x,x,x,2,x,x,3
O=C(NCCCN1CCCCCC1)c1ccc2c(c1)NC(=O)C(N1CCOCC1)S2 (stereo unspecified),4,0,9,4,-1.8,3,0,9,2
O=C1C(=O)N(CCCN2CCOCC2)C(c2ccc(F)cc2)/C1=C(/O)c1ccccc1 (stereo unspecified),4,0,0,2,0.6,5,7,-10,-2
CCOc1ccccc1NC(=S)NCc1ccccc1,5,6,10,-2,2.6,1,5,17,7
O=C(NC(=O)c1ccc(Cl)cc1)Nc1ccc(-c2cnco2)cc1,x,4,0,1,-2.8,-5,3,-4,11

(listing goes on)
compound,PAFAH1B2 inh,AHR activator,BCLXL inh,Fam108B inh,MEX-5 binding,pPAFAH inh,PME-1 inh,MCL1-BIM inh,GLD-1 TGE inh
O=C(NCc1cccnc1)NC(=O)c1ccc(Cl)cc1,-3,27,3,-1,-0.6,4,-5,0,0
COc1cccc(-n2nnc3c(=O)n(CC(=O)N4CCCc5ccccc54)cnc32)c1,8,0,3,-4,x,5,1,12,6
COCCN(CCOC)C(=O)c1cc2sc3ccccc3c2s1,-1,-2,4,1,-2.0,11,-4,4,2
O=C(NCCCCCNC(=O)c1cccnc1)c1cccnc1,-2,0,6,0,-0.5,1,-1,2,5
Cc1oc(-c2ccccc2)nc1C(=O)OCC(=O)NCc1ccccc1,3,5,3,x,x,5,3,6,3
COc1cccc(-n2nnc3c(=O)n(CC(=O)Nc4cc(C)on4)cnc32)c1,3,7,-2,2,-0.7,-2,-2,-5,1
O=c1oc2ccccc2cc1-c1csc(Nc2ccc(O)cc2)n1,0,28,-7,9,0.8,24,9,-15,12
Nc1c(S(=O)(=O)c2cc(Cl)ccc2Cl)c2nc3ccccc3nc2n1CCN1CCOCC1,0,2,1,-3,0.3,-3,25,3,7
CCc1ccc(S(=O)(=O)Nc2ccc(O)c3c(=O)cc(-c4ccccc4Cl)oc23)cc1,1,9,5,-11,0.0,0,-10,0,6
CC(C)NC(=O)Cn1cnc2c(cnn2-c2ccc(F)cc2)c1=O,1,-2,1,10,0.2,2,3,3,1
C=CCN(C(=O)c1csnn1)C(C(=O)NC1CCCCC1)c1ccc(Cl)cc1 (stereo unspecified),3,1,-1,0,-1.9,-1,-4,4,-11
C/C(=C\c1ccccc1)CN1CCN(c2cccc(Cl)c2)CC1,-4,0,4,0,-1.2,6,-5,-1,3
Nn1c(SCC(=O)N2CCCc3ccccc32)nnc1-c1ccccc1,-3,3,8,4,3.5,4,6,16,6
C=CCn1c(COc2ccc(OC)cc2)nnc1SC(C)C(=O)NC1CC1 (stereo unspecified),1,1,-3,x,x,2,0,-2,5
Cc1nc(-c2cc(-c3nc(-c4cc(C(F)(F)F)cc(C(F)(F)F)c4)no3)no2)cs1,x,-2,1,-3,0.3,3,-2,-11,2
CN(C)C(CNC(=O)c1cccc(S(=O)(=O)N2CC3(C)CC2CC(C)(C)C3)c1)c1ccco1 (stereo unspecified),13,7,9,-1,2.0,4,-12,5,-2
C[C@H]1CN=C(N(C)C)N1CCc1cccc(F)c1,2,2,-2,3,x,4,-1,-3,11
N/C(=N\OC(=O)c1ccc2c(c1)OCO2)c1cccc([N+](=O)[O-])c1,4,5,1,2,-0.3,5,6,0,5
COc1ccc(S(=O)(=O)NCc2ccccn2)cc1NC(=O)c1ccc(C)cc1,-2,-2,9,-2,-4.4,2,-1,1,-1
CCOC(=O)c1sc(=S)n(-c2ccc(Cl)cc2)c1C,-4,8,-1,2,0.1,3,4,0,-8

Additional records.
compound,PAFAH1B2 inh,AHR activator,BCLXL inh,Fam108B inh,MEX-5 binding,pPAFAH inh,PME-1 inh,MCL1-BIM inh,GLD-1 TGE inh
CCN(CC)C(=O)CCCOc1ccc(Cl)cc1Cl,4,-1,2,3,0.4,7,-5,-6,6
Cc1ccc(C(C[N+](=O)[O-])c2c(-c3ccccc3O)[nH][nH]c2=O)cc1 (stereo unspecified),25*,12,1,0,0.7,3,-1,1,4
COc1ccc(-n2c(C)cc(C(=O)CN3C(=O)NC4(CCCc5sccc54)C3=O)c2C)cc1 (stereo unspecified),3,-3,3,-1,3.2,25*,-6,0,4
COc1ccccc1N(CC(O)COc1ccccc1C)S(=O)(=O)c1ccccc1 (stereo unspecified),0,2,0,-1,2.8,3,6,-3,4
O=P(O)(COc1ccccc1)COc1ccccc1,17,3,3,0,-2.9,5,0,1,3
COCCCNC(=O)/C(C#N)=C/c1c(N2CCN(c3cccc(Cl)c3)CC2)nc2c(C)cccn2c1=O,4,11,10,-1,0.7,6,5,7,-6
NC(=O)c1ncc(C(F)(F)F)cc1Cl,-4,1,5,-2,-0.3,1,0,-1,2
CCN1C(=O)C(CC(=O)Nc2ccc(OC)cc2)N(CCc2ccccc2)C1=S (stereo unspecified),-2,5,-4,0,x,3,4,-1,5
O=C(NC(Cc1c[nH]c2ccccc12)C(=O)NCCCN1CCOCC1)c1cccs1 (stereo unspecified),6,4,2,5,3.5,-1,-3,5,3
Cc1ccc(C2(C)NC(=O)N(CC(=O)N(C)CC(=O)Nc3cccc4ccccc34)C2=O)cc1 (stereo unspecified),-4,9,0,2,1.4,9,-2,-8,-1
CCc1cccc(OCCN2CCCC2)c1,-4,-3,7,-2,4.0,6,-3,11,-6
COc1cccc(C(=O)N(CN2CCCC2=O)c2cccc(Cl)c2)c1OC,2,0,6,1,-0.5,-3,2,3,3
O=C(CC1C(=O)NCCN1Cc1ccc(-c2ccccc2)cc1)NCC1CC1 (stereo unspecified),5,1,8,-1,-2.8,8,-1,-3,3
Cc1cc(C(=O)Nc2sc(C)c(C)c2C#N)no1,-4,17,5,1,-0.6,-9,-1,4,-6
CC(C)(Oc1ccc(Cl)cc1)C(=O)NCCN1C(=O)S/C(=C/c2cccnc2)C1=O,4,0,4,-2,1.4,2,8,-2,0
O=C(CN1C(=O)NC2(CCCC2)C1=O)NNC(=O)c1ccccc1F,2,-1,10,x,x,5,3,8,2
Cc1ccc(S(=O)(=O)N(CC(=O)N2CCCCCC2)c2ccccc2)cc1,2,1,2,-4,0.8,5,-7,-2,-4
CCCCN1CC(=O)N2[C@H]3c4cc(OC)ccc4OC[C@@H]3[C@H](C(=O)OCC)[C@]2(C)C1=O,4,-3,4,x,x,1,-1,4,1
O=C(NC(=S)NCC1CCCO1)c1ccccc1 (stereo unspecified),-5,6,1,2,0.0,0,-5,12,-1
Cc1cc2ccccc2c(=O)n1CC(=O)N1CCN(c2cccc(Cl)c2)CC1,4,0,5,-1,0.1,0,5,-4,-2

Next results follow:
The line under a structure holds: PAFAH1B2 inh	AHR activator	BCLXL inh	Fam108B inh	MEX-5 binding	pPAFAH inh	PME-1 inh	MCL1-BIM inh	GLD-1 TGE inh
> N#C/C(=C\Nc1ccccc1SC(F)(F)F)c1nc(-c2ccc(Cl)cc2)cs1
 : 5	-1	-1	-2	-2.4	-4	1	-6	0
> CC1CC(C)CN(C(=O)c2cccc(S(=O)(=O)Nc3cc(C(F)(F)F)ccc3Cl)c2)C1 (stereo unspecified)
 : 16	-1	12	4	-0.6	4	7	5	1
> Cc1ccc2c(c1)c1n[nH]c(=S)nc1n2CCc1ccccc1
 : 8	1	12	0	0.0	2	4	14	0
> Cc1nnc(SCC(=O)NNC(=O)c2ccco2)s1
 : -1	-2	-3	0	-1.2	3	-7	-1	-3

A second format for some results above.
CC1CC(C)CN(C(=O)c2cccc(S(=O)(=O)Nc3cc(C(F)(F)F)ccc3Cl)c2)C1 (stereo unspecified)
  PAFAH1B2 inh = 16 | AHR activator = -1 | BCLXL inh = 12 | Fam108B inh = 4 | MEX-5 binding = -0.6 | pPAFAH inh = 4 | PME-1 inh = 7 | MCL1-BIM inh = 5 | GLD-1 TGE inh = 1

Cc1ccc2c(c1)c1n[nH]c(=S)nc1n2CCc1ccccc1
  PAFAH1B2 inh = 8 | AHR activator = 1 | BCLXL inh = 12 | Fam108B inh = 0 | MEX-5 binding = 0.0 | pPAFAH inh = 2 | PME-1 inh = 4 | MCL1-BIM inh = 14 | GLD-1 TGE inh = 0

Cc1nnc(SCC(=O)NNC(=O)c2ccco2)s1
  PAFAH1B2 inh = -1 | AHR activator = -2 | BCLXL inh = -3 | Fam108B inh = 0 | MEX-5 binding = -1.2 | pPAFAH inh = 3 | PME-1 inh = -7 | MCL1-BIM inh = -1 | GLD-1 TGE inh = -3

Assay outcomes as filed in PubChem BioAssay.

This is a subset, so the mix of outcomes need not match the whole.
